esBAF inh: SWI/SNF esBAF complex inhibition | mouse ES cells, Bmi1-luciferase knock-in reporter, 24 h; 100% = twice the neutral-well signal | reporter increase, % at 12.5 µM | 2% of 350,000 active | AID 602393; in the data active = activation above about 40%; inconclusive = no clear call, values can overlap the other calls;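 note: 0% = median of the plate's neutral control wells and 100% = double that signal; a rise in the Bmi1 reporter signal indicates esBAF inhibition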
CASP6 VEID inh: caspase-6 (human) enzyme inhibition; AID 686996; P55212; 0.53% of 350,000 active; purified caspase-6, Z-VEID-R110 cleavage fluorescence; inhibition, % at 12.5 µM;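 active = mean inhibition across replicates at least about 35%, with every replicate also reaching that limit, limit read from the data; inconclusive = only one of the two criteria met; inactive = neither criterion met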;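 note: 0% = median of neutral control wells and 100% = no fluorescence left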
E-sel inducer: induces E-selectin expression in human endothelial cells; P16581; HUVEC E-selectin immunofluorescence imaging; normalized: neutral wells 0, TNF-alpha wells 100; activation, % at 7.58 µM; 0.37% of 260,000 active; AID 686992;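 active = mean E-selectin-positive cell signal at least 10% of the positive control, reached in at least 60% of replicates, without over 20% cell loss; inconclusive = no rule given, readout overlaps actives, possibly toxicity-flagged; inactive = the rest, including those meeting only one limit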;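 note: in these data hits start at about 27%; measured in HUVEC primary endothelial cells; signal is the percent of cells scored E-selectin positive by PE staining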
Target sequence (P16581 whole entry, looked up): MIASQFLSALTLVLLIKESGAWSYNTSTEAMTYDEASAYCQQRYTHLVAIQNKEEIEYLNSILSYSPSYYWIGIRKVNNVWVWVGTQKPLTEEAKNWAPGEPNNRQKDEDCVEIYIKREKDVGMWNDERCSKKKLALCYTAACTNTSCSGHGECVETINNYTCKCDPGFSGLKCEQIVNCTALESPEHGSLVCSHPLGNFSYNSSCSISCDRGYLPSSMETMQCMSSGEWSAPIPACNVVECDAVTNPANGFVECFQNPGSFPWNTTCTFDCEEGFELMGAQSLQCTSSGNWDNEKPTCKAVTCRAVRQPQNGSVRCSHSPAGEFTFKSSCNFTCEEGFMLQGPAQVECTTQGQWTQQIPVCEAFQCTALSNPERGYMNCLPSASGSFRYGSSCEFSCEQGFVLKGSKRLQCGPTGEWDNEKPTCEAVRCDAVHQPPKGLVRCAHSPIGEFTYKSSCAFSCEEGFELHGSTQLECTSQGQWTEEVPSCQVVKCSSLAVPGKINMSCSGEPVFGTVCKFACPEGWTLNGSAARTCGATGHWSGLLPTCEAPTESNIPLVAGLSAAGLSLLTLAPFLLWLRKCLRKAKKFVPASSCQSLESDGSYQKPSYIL
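System: HUVEC / Compound: single concentration / Signal: immunofluorescence imaging / Read-out: percent E-selectin-positive cells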
RAD52 inh: blocks human RAD52 DNA annealing; 0.46% of 360,000 active; recombinant RAD52 DNA annealing, FRET fluorescence; inhibition, % at 18.7 µM;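 active = every replicate showing at least 50% inhibition; inconclusive = mean inhibition at least 50% but not in every replicate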
Target sequence (P43351 whole entry, looked up): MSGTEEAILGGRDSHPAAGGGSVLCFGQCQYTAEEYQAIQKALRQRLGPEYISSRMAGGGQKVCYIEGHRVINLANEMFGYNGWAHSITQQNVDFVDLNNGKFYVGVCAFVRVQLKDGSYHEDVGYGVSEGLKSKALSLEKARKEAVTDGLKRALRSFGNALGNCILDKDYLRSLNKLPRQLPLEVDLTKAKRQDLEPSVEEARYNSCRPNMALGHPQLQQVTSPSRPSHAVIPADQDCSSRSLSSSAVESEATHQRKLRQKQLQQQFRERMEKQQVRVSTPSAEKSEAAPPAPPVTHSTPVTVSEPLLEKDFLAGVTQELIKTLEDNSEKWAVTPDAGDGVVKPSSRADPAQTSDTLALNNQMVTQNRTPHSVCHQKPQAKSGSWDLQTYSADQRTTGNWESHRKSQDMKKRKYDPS
ERp5 inh: inhibitors of human ERp5; Q15084; ERp5 insulin aggregation, absorbance 650 nm, 90 min; inhibition, % at 9.99 µM; 0.05% of 350,000 active; AID 651711;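 active = mean replicate inhibition above about 25%, with every replicate also reaching it, limit read from the data, passing the limit was not always enough; inconclusive = only one of those two criteria met; inactive = neither criterion met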
ARNT-TACC3 inh: disrupts binding between human ARNT and TACC3 | Q9Y6A5 | AlphaScreen His-ARNT PAS-B/GST-TACC3 binding, luminescence; TACC3 fragment carries E629A point mutation | inhibition, % at 9.99 µM | 0.66% of 390,000 active;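 active = mean inhibition of replicates at least 50% and at least half of replicates each reaching 50%; inconclusive = half or more replicates reach 50% but mean below 50%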;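 note: 0% = complete ARNT plus TACC3 wells and 100% = ARNT alone without TACC3; many hits fall short of the cut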
RAD54 branch: blocks human RAD54 Holliday junction branch migration. AID 602329. Q92698. inhibition, % at 10.4 µM. 0.14% of 360,000 active. FAM/BHQ fluorescence;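 active = mean normalized replicate activity at least 40 and at least half of replicates scoring 40 or more; inconclusive = only one of the two criteria met; inactive = mean below 40 and under half of replicates reaching 40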;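 note: 0% = median of neutral control wells and 100% = median of positive control wells; inhibitors cause a drop in the FAM fluorescence signal; in these data hits start at about 50%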
PglD inh: blocks C. jejuni PglD acetyltransferase activity | purified PglD enzyme, DTNB colorimetric CoA detection | inhibition, % at 12.5 µM | 0.098% of 360,000 active | AID 602405; in the data active = inhibition above about 16%, passing the limit was not always enough; inconclusive = no clear call, values can overlap the other calls; note: strong numbers were not always called active
An asterisk follows results filed as active; u = inconclusive; x = no result given. Rows were taken by chance; 3.2% or so of the library scored in one or more.

entry	SMILES	esBAF inh	CASP6 VEID inh	E-sel inducer	RAD52 inh
1	COc1ccc(C(=O)N2c3ccccc3C(=O)OC2c2ccc3c(c2)OCO3)cc1 (centres undefined)	u	x	x	x
2	Cc1noc(C)c1NC(=O)Nc1ccc2c(c1)C(=O)N([C@H](C)CO)C[C@H](C)[C@@H](CN(C)C(=O)Nc1c(C)noc1C)OCCCC[C@H](C)O2	0	0	-0.3	-7
3	Cc1ccnc(N2CCC(C(=O)Nc3ccc4c(c3)OCCO4)CC2)n1	x	1	-3.1	-1
4	Cn1c(=O)c2cc(S(=O)(=O)NCCC(=O)NCCC3=CCCCC3)ccc2n(C)c1=O	7	-2	x	3
5	CC(C)CC#Cc1cnc2c(c1)C(=O)N([C@H](C)CO)C[C@@H](C)[C@@H](CN(C)C(=O)c1cccnc1)O2	2	-1	0.1	9
6	CC[C@@H](C)[C@@H](C(=O)N1CCN(C(=O)OC(C)(C)C)CC1)n1cc(CCCN=C(NC(=O)OC(C)(C)C)NC(=O)OC(C)(C)C)nn1	0	1	-0.1	-4
7	CNc1sc(C(=O)c2ccc(F)cc2)c(N)c1-c1nc2ccccc2s1	24	x	x	x
8	O=C(N1CCN(c2ccccc2)CC1)C1(S(=O)(=O)c2ccc(Cl)cc2)CC1	-6	-7	-0.1	-17
9	CCN(C(=S)Nc1ccc(OC(F)F)cc1)C1CCCCC1	x	2	x	-4
10	O=C(O)c1cc(Cl)ccc1NC(=O)C1CCCO1 (centres undefined)	-12	3	x	-18

entry	ERp5 inh	ARNT-TACC3 inh	RAD54 branch	PglD inh
1	x	-9	-4	-1
2	-3	-2	-12	-1
3	-1	4	x	x
4	-1	-12	0	5
5	-1	-5	6	0
6	-9	-16	-2	-1
7	x	2	-6	-2
8	2	4	-10	-2
9	-4	-13	x	x
10	1	-2	-4	5

(further entries)
entry	SMILES	esBAF inh	CASP6 VEID inh	E-sel inducer	RAD52 inh
11	O=C(Nc1nc2ccc(Cl)cc2s1)c1ccc(Br)o1	62*	x	x	x
12	C[C@H]1CN([C@@H](C)CO)C(=O)c2cc(C3=CCCCC3)cnc2O[C@H]1CN(C)C(=O)c1ccncc1	2	-1	2.6	-6
13	Cc1ccccc1NC(=O)c1ccc(CSc2ncccn2)cc1	46*	1	x	-10
14	O=C(Nc1ccc(N2CCOCC2)cc1N1CCOCC1)c1ccco1	2	x	x	x
15	CC(=O)N(C)C[C@@H]1Oc2cc(C#CC3CCCC3)ccc2S(=O)(=O)N([C@@H](C)CO)C[C@@H]1C	7	3	0.0	4
16	COc1ccccc1-n1cnc2cc(NC(=O)c3ccco3)ccc21	28	3	x	-6
17	C[C@@H]1CN([C@H](C)CO)C(=O)Cc2cc(NS(=O)(=O)c3ccccc3)ccc2O[C@@H]1CN(C)C	-3	-3	-13	5
18	COc1cc(C2Nc3ccc4ncccc4c3C3=C2C(=O)CCC3)cc(OC)c1O (centres undefined)	-1	x	x	x
19	OCc1ccccc1-c1nc(NCc2ccccc2)nc2ccsc12	-3	42*	-0.2	-21
20	CONC(=O)c1ccc(-c2cccc3nccn23)cc1	-5	1	0.7	-7

entry	ERp5 inh	ARNT-TACC3 inh	RAD54 branch	PglD inh
11	x	-2	-3	-4
12	1	-4	-9	4
13	-1	-8	-5	-3
14	x	-7	5	-5
15	4	2	-3	2
16	-2	-5	5	-3
17	-2	6	5	-6
18	x	5	-5	5
19	5	x	4	6
20	-9	x	7	2

More records
entry	SMILES	esBAF inh	CASP6 VEID inh	E-sel inducer	RAD52 inh
21	CC1(C)Cc2c(c(=S)nc(-c3ccccc3)n2CCN2CCOCC2)CO1	-1	x	x	x
22	O=S(=O)(c1ccc2ccccc2c1)N1CCN(S(=O)(=O)N2CCCCC2)CC1	-3	x	x	x
23	CNC(=O)C[C@H]1CC[C@@H]2[C@@H](COc3ccc(NC(=O)Nc4cccc(Cl)c4)cc3C(=O)N2C)O1	-2	0	0.3	-13
24	COc1ccc(CCNC2=C(Cl)C(=O)N(CCc3ccc(OC)c(OC)c3)C2=O)cc1OC	8	x	x	x
25	CO[C@H]1CN(C)C(=O)c2ccc(NC(=O)Nc3ccccc3)cc2OC[C@@H](C)N(CC2CC2)C[C@H]1C	6	1	-0.3	9
26	C[C@H]1CN([C@@H](C)CO)S(=O)(=O)c2ccc(-c3ccc(C(=O)N(C)C)cc3)cc2O[C@@H]1CN(C)C(=O)C1CCCCC1	1	-1	0.5	2
27	CCc1cccc(CC)c1NC(=S)N(CCN(C)C)C(C)c1cccnc1 (centres undefined)	-5	-5	2.8	-19
28	CCN(CC(=O)NC1CCS(=O)(=O)C1)S(=O)(=O)c1ccc2ccccc2c1 (centres undefined)	x	1	0.5	-5
29	CCN(CC)S(=O)(=O)c1ccc(OC)c(NC(=O)c2cc(C)on2)c1	-5	-3	-0.1	-6
30	Cc1ccc(S(=O)(=O)Nc2ccc3c(c2)CC(=O)N([C@@H](C)CO)C[C@@H](C)[C@H](CN(C)C(=O)Nc2ccc4c(c2)OCO4)O3)cc1	0	1	-0.1	-10

entry	ERp5 inh	ARNT-TACC3 inh	RAD54 branch	PglD inh
21	x	-9	-8	12
22	x	-2	0	-2
23	-2	3	4	-1
24	x	19	-1	-6
25	-1	-1	16	1
26	-9	8	-7	-3
27	9	-1	x	x
28	-1	-9	5	-4
29	-7	-1	1	-7
30	0	-1	1	3

Next structures follow:
entry	SMILES	esBAF inh	CASP6 VEID inh	E-sel inducer	RAD52 inh
31	CCOC(=O)N1CCN(S(=O)(=O)c2cc3c(cc2C)NC(=O)CO3)CC1	-2	x	x	x
32	COc1cccc(CNC(=O)C[C@H]2C=C[C@H](NC(=O)C3CC3)[C@@H](CO)O2)c1	4	-2	0.0	-10
33	CC(=O)c1ccc(Nc2cc(C)nc3nc(C)nn23)cc1	-8	-1	-0.2	-7
34	Cc1ccc(S(=O)(=O)N2CC[C@@H]3[C@H]2c2cc(-c4cccc(C#N)c4)ccc2N(C)[C@H]3CO)cc1	6	-1	-0.8	-4
35	COc1ccc2oc(=O)c(-c3nc(C)cs3)cc2c1	11	x	x	x
36	COc1cccc(NC(=O)Nc2ccc3c(c2)C(=O)N(C)C[C@H](OC)[C@@H](C)CN[C@@H](C)CO3)c1	2	-1	0.1	46
37	COC(=O)N/N=C/c1cc(N=Nc2ccccc2)ccc1O	21	-1	2.6	-19
38	Cc1ccc2nc(NNC(=O)c3ccc4c(c3)OCCO4)sc2c1	5	-2	-0.2	-15
39	COc1ccc(-c2ccnc(SCC(=O)Nc3ccccn3)n2)cc1	9	x	x	x
40	CC1(C)C(=O)Nc2ccccc2N1C(=O)COC(=O)C1CCCCC1	-5	x	x	x

entry	ERp5 inh	ARNT-TACC3 inh	RAD54 branch	PglD inh
31	x	1	-3	4
32	-1	2	4	3
33	-4	3	-3	-5
34	0	-8	3	-2
35	x	-1	1	-1
36	2	5	12	2
37	-15	-4	5	-1
38	-6	-2	-1	5
39	x	-1	-6	8
40	x	-3	-7	2

Carrying on.
entry	SMILES	esBAF inh	CASP6 VEID inh	E-sel inducer	RAD52 inh
41	CC1CCCCC12NC(=O)N(CC(=O)Nc1ccc3c(c1)OCO3)C2=O (centres undefined)	-2	2	-0.5	-47
42	CC(=O)N1CCN(C(=O)c2cc3c(s2)CCC(C)C3)CC1 (centres undefined)	11	4	x	-4
43	C[C@@H]1CN([C@H](C)CO)C(=O)c2cc(-c3ccccc3)cnc2O[C@@H]1CN(C)C(=O)Nc1ccccc1F	8	-2	0.0	23
44	CC(C)=CCc1cc(-c2oc3cc(O)cc(O)c3c(=O)c2O)ccc1O	37	19	x	-9
45	CCCC(=O)Nc1ccc2c(c1)C(=O)N(C)C[C@H](OC)[C@H](C)CN(Cc1cccc(F)c1)[C@H](C)CO2	1	x	-0.2	10
46	CNC(=S)N/N=C/c1c(Cl)cccc1Cl	-9	-1	x	-5
47	Fc1ccc(C2=NOC(c3nnc(-c4ccccc4)o3)C2)cc1 (centres undefined)	8	2	x	1
48	C[C@H](CO)N1C[C@H](C)[C@H](CN(C)CC2CCCCC2)Oc2ccc(NC(=O)c3ccncc3)cc2CC1=O	0	-2	-0.2	21
49	CC=Cc1ccc2n(c1=O)C[C@H]1[C@H](CO)[C@@H](C(=O)NCC3CC3)[C@@H]2N1Cc1ccccc1 (mixture of isomers)	-4	-3	-0.1	-9
50	COc1ccccc1C1CCCN1Cc1nc(-c2cc3c(cc2Cl)OCO3)oc1C (centres undefined)	-1	0	2.5	-23

entry	ERp5 inh	ARNT-TACC3 inh	RAD54 branch	PglD inh
41	-2	x	1	-4
42	1	x	8	8
43	1	-4	2	-1
44	0	7	6	-5
45	-5	x	2	-5
46	6	2	2	-8
47	2	0	-6	-1
48	0	-3	2	-2
49	-2	x	-5	5
50	2	11	x	x

Part of the list above in order of number of heavy atoms, ascending.
entry	SMILES	esBAF inh	CASP6 VEID inh	E-sel inducer	RAD52 inh
33	CC(=O)c1ccc(Nc2cc(C)nc3nc(C)nn23)cc1	-8	-1	-0.2	-7
19	OCc1ccccc1-c1nc(NCc2ccccc2)nc2ccsc12	-3	42*	-0.2	-21
3	Cc1ccnc(N2CCC(C(=O)Nc3ccc4c(c3)OCCO4)CC2)n1	x	1	-3.1	-1
23	CNC(=O)C[C@H]1CC[C@@H]2[C@@H](COc3ccc(NC(=O)Nc4cccc(Cl)c4)cc3C(=O)N2C)O1	-2	0	0.3	-13

entry	ERp5 inh	ARNT-TACC3 inh	RAD54 branch	PglD inh
33	-4	3	-3	-5
19	5	x	4	6
3	-1	4	x	x
23	-2	3	4	-1

(listing goes on)
entry	SMILES	esBAF inh	CASP6 VEID inh	E-sel inducer	RAD52 inh
51	Cc1cccc(N(CC(=O)NC(C)C)C(=O)CCC(=O)Nc2ccccn2)c1	-8	0	x	-5
52	CCOc1ccc(-c2nnc(SCc3nc4ccccc4[nH]3)n2N)cc1	13	x	x	x
53	COc1ccc(OC)c(Nc2nc(N)nc(CSc3nnc(N)s3)n2)c1	0	0	x	-23
54	Cc1cc(C(=O)NC2Cc3ccccc3C2)c(C)o1	31	-3	x	-5
55	C[C@H]1CN([C@@H](C)CO)C(=O)Cc2cc(NC(=O)Nc3ccc(F)cc3)ccc2O[C@H]1CN(C)C(=O)Nc1cccc2ccccc12	2	3	0.0	3
56	O=C(CCN1C(=O)c2ccccc2S1(=O)=O)Nc1ccc2c(c1)OCCO2	-4	5	x	1
57	C[C@@H]1CN([C@H](C)CO)C(=O)c2cccc(NC(=O)NC3CCCCC3)c2O[C@@H]1CN(C)Cc1ccc(Oc2ccccc2)cc1	5	3	-0.2	13
58	NC(=O)c1nsc(C(=O)N(CCCN2CCOCC2)C(C(=O)NC2CCCCC2)c2ccc(Cl)cc2)c1N (centres undefined)	17	3	x	3
59	CCN(c1ccccc1)S(=O)(=O)c1ccc(C(=O)N2CCN(c3ccccc3)CC2)cc1	1	-1	1.8	6
60	Cc1ccc(Cc2c(-c3ccccc3)nc3ccc(Cl)cn23)cc1	21	3	0.3	-37
61	COc1cccc(C(C)(O)c2nc(-c3ccc(C)c(C)c3)cs2)c1 (centres undefined)	-2	1	0.1	-2
62	O=C(CCC(=O)N1CCN(c2cccc(Cl)c2)CC1)N1CCN(c2ccccc2)CC1	-4	-2	-0.1	-17
63	C/C(=N\NC(=S)NC1CCCCC1)c1cccc(Br)c1	x	1	0.2	-17

entry	ERp5 inh	ARNT-TACC3 inh	RAD54 branch	PglD inh
51	3	-9	-6	-1
52	x	1	-6	0
53	-6	-1	13	-4
54	4	-3	x	x
55	-4	-1	11	-2
56	-1	1	7	2
57	20	13	0	0
58	0	0	1	2
59	3	-1	3	-5
60	-3	x	1	-5
61	-3	x	-1	-23
62	8	0	8	-2
63	3	-2	x	x
